Screening results deposited in PubChem by National Center for Advancing Translational Sciences (NCATS).
HTT cytoprotect – Huntington cell model cytoprotection by ATP luminescence | Potency, µM (series often up to 56.4 µM), inactives show cytoprotection (ATP increase), hits mostly activators | PC12 HTT-Q103 induced, cytoprotection, ATP luminescence, 40 h | actives 0.14% (n = 230,000);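 also: % of control where 0% means no effect; nearly all actives have a fitted effect of over 45% in size; toxic huntingtin expression switched on by the ecdysone agonist tebufenozide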
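Readout: ATPlite luminescence (ATP level). Model: stable PC12, inducible Htt exon1 Q103-GFP. Inducer: tebufenozide, 100 nM final. Compounds: dose series. No G418 in medium.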
Tau fluor cs – counter-screen for tau fibril formation inhibitors. AID 1463. Potency, µM (doses to about 57.7 µM), for the others: at the top dose activity change, negative = decrease. actives 0.93% (n = 280,000). tau K18 P301L Alexa594 fluorescence, heparin fibrillization; also: % is scaled to controls: 0 for no effect and ±100 for the full control effect; nearly all actives have a fitted effect of over 55% in size
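Human tau K18 P301L (15 uM unlabeled, 0.24 uM Alexa 594-labeled) in 100 mM sodium acetate pH 7 with 20 uM heparin, 6 hr at 37 C. ThT 30 uM added, 1 hr ambient; Alexa 594 FP and total fluorescence read at 555/632 nm.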
TR SRC2 fluor cs – counter-screen for TRb-SRC2 inhibitors: fluorescence interference. TRb/SRC2 Texas Red total fluorescence interference. Potency, µM (series often up to 106 µM), inactives show at the highest dose fluorescence change, negative = quenching. actives 0.29% (n = 280,000); active = well fitted curve in either direction with a large enough effect; inconclusive = small, poorly fitted or top-dose-only effect; also: % is scaled to controls: 0 for no effect and ±100 for the full control effect
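Human TRb ligand-binding domain at 0.6 uM with 20 nM Texas Red SRC2 peptide in Tris buffer containing 1 uM T3 and 5% DMSO, incubated with compound 5 h at ambient temperature. Total fluorescence (555/632 nm) calculated as parallel + 2 × perpendicular.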
RECQ1 helicase – blocks DNA unwinding by human RECQ1; RECQ1 DNA unwinding, red fluorescence kinetic read; Potency, µM (series often up to 57.3 µM), without a hit: top-dose activity, negative = inhibition, usual class: inhibitors; actives 0.54% (n = 240,000);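 also: plate controls were vehicle for no effect and no enzyme for full effect; nearly all actives have a fitted effect of over 30% in size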
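50 nM RECQ1T1 preincubated 15 min with compound in Tris pH 8.0 buffer with MgCl2, DTT, Tween-20 and 2.5 ug/ml poly(dI-dC); started with 200 nM TAMRA/BHQ-2 forked duplex and 2 mM ATP. Unwinding read as fluorescence (525/598 nm), two reads 2 h apart.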
L3MBTL1 inh – L3MBTL1 (human) inhibition; Q9Y468; AlphaScreen L3MBTL1–H3K9me1 peptide binding; Potency, µM (top dose mostly 57.1 µM), for the others: at the highest dose activity, negative = inhibition, most hits filed as inhibitors; actives 0.66% (n = 230,000); also: % is scaled to controls: 0 for no effect and ±100 for the full control effect; nearly all actives have a fitted effect of over 60% in size
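Displacement of a biotinylated histone H3(1-15) peptide monomethylated at Lys9 (75 nM) from L3MBTL1 (50 nM) was measured by AlphaScreen after a 30 min room-temperature compound incubation; cefsulodin titration served as intraplate control.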
Tau FP inhib – tau fibrillization inhibition (FP) | K18 P301L tau heparin fibrillization, Alexa594 FP, 6 h | AID 1468 | P10636 | actives 0.39% (n = 280,000) | Potency, µM (doses to about 57.7 µM), for inactives: at the top dose activity, negative = inhibition, most hits filed as inhibitors; also: % is scaled to controls: 0 for no effect and ±100 for the full control effect; nearly all actives have a fitted effect of over 55% in size
Target sequence (P10636 561-689 P618L limits assumed): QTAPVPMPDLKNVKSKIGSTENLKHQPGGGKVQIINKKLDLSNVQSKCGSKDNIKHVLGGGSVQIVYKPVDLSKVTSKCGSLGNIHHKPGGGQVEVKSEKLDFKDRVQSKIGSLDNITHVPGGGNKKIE
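FP of Alexa 594-tau after heparin (20 uM) induction. Substrate: human K18 P301L, 15 uM unlabeled, 0.24 uM labeled. Buffer 100 mM sodium acetate pH 7. 6 hr, 37 C.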
Tau ThT inhib – tau fibrillization inhibition (ThT binding). P10636. recombinant tau K18 P301L (four-repeat tau fragment), heparin-induced fibrillization, ThT fluorescence. Potency, µM (top dose mostly 57.4 µM), for inactives: at the top dose activity, negative = inhibition, most hits filed as inhibitors. actives 2.1% (n = 270,000). AID 1460; also: % is scaled to controls: 0 for no effect and ±100 for the full control effect; nearly all actives have a fitted effect of over 55% in size
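Aggregation was driven by heparin (20 uM final) acting on recombinant tau […] bearing P301L in 100 mM sodium acetate pH 7; fibrils were detected with Thioflavin T.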
TRb SRC2 PPI – TRbeta-SRC2 interaction inhibition; P10828; TRbeta-SRC2 peptide binding, fluorescence polarization; receptor liganded with 1 µM T3; Potency, µM (top dose mostly 106 µM), for inactives: at the top dose activity change, negative = inhibition, actives largely listed as inhibitors; actives 0.065% (n = 280,000);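 also: plate controls were bound peptide for no effect and peptide without receptor for full effect; nearly all actives have a fitted effect of over 50% in size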
Target sequence (P10828 whole entry, looked up): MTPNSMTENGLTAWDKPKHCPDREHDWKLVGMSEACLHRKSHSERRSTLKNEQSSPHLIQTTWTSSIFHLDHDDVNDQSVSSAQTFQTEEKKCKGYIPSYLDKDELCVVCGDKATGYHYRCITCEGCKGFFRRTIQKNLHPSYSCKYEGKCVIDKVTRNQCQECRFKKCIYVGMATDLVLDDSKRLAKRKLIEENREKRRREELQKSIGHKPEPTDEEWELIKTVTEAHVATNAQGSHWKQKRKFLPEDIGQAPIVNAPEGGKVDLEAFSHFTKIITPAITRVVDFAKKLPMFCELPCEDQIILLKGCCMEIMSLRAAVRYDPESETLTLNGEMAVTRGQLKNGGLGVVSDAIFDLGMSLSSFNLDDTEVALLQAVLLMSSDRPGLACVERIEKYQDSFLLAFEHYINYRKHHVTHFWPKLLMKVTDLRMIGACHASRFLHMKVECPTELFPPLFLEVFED
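Human TRb LBD (0.6 uM) plus Texas Red-labeled SRC2 peptide (20 nM), 1uM T3, 5% DMSO, 5 hr at ambient temperature. Decreased polarization (555/632 nm) flags inhibition; data normalized to free and bound peptide controls.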
* hit, by the source's call; i = inactive; ? = inconclusive; · = not tested or not shown; & = joins results of further samples; [ ] = remark or other dose. Unless noted, calls follow the shape of the dose curve; as a rule, active = well fitted curve in the direction sought with a large enough effect; inconclusive = small, poorly fitted or top-dose-only effect, or another doubt; inactive = no such curve, though single readings can be large; an effect the other way counts as inactive or inconclusive. Potency is read from the fitted curve at half-maximal effect. A portion of the library. The share of hits here may be higher or lower than overall.

Molecule,HTT cytoprotect,Tau fluor cs,TR SRC2 fluor cs,RECQ1 helicase,L3MBTL1 inh,Tau FP inhib,Tau ThT inhib,TRb SRC2 PPI
NC(=O)c1ccsc1NC(=O)c1ccc(N2CCCC2=O)cc1,-162%[inhibitor],-26%,0%,?,·,-3%,?,-5%
O=C(/C=C/c1ccc(Cl)cc1)Nc1ccccc1N1CCOCC1,30%[10 µM],-7%,-2%[53 µM],i,-4%,-5%,5%,1%[53 µM]
CCCOc1ccc(C(O)C(CN2CCOCC2)c2ccccc2)cc1 (configuration not stated),10%,-10%,0%,0%,0%,-5%,-7%,-4%
CC1CCN(C(C(=O)NC2CCCCC2)c2cc3c(cc2[N+](=O)[O-])OCO3)CC1 (configuration not stated),·,-23%,-5%,-4%,-15%,-5%,?,-4%
COc1ccc(CSCC(=O)NCCC(C)C)cc1,-25%,-4%,-6%,-1%,-2%,-2%,-5%,5%
CCCn1c(CCC(=O)Nc2cc(OC)cc(OC)c2)nc2cccnc21,·,-12%,-1%,·,·,-3%,-4%,-1%
COc1ccc(NC2=CC(c3cccc(OC)c3)N(c3ccc(OC)cc3)C2=O)cc1 (configuration not stated),-1%[10 µM],-27%,2%,-10%,-20%,-11%,?,1%
Cc1cc(C)nc(SCC(=O)Nc2ccc(Br)cn2)n1,-13%[0.074 µM],-6%,-3%,-9%,-1%,-3%,-11%,-9%
Cc1ccc(C)c(C(=O)c2c(C)nc3sccn23)c1,-16%,-4%,-2%,-1%,3%,1%,-3%,-21%
Cc1nc2c(-c3ccc(F)cc3)c(C)nn2c(C)c1CCC(=O)Nc1ccc(F)cc1F,-15%[10 µM],-9%,-3%,3%,5%,-4%,-1%,8%
CCOC(=O)C1CCCN(S(=O)(=O)c2ccc(NC(C)=O)cc2)C1 (configuration not stated),28%[10 µM],2%,-1%,i,8%,0%,4%,7%
CC(C)C1=CC2=CCC3[C@@](C)(CCC[C@@]3(C)C(=O)O)C2CC1 (some centres not stated),·,-12%,2%,-5%,·,-8%,?,-3%
CCOC(=O)c1cc(NC(=O)c2ccc(OC)cc2)c(=O)n2c1oc1ccc(Cl)cc12,·,-15%,8%,·,·,-12%,?,2%
COc1ccccc1Oc1coc2c(CN3CCOCC3)c(O)ccc2c1=O,-2%[10 µM],-5%,1%,10%,4%,-1%,-1%,-2%
O=c1[nH]c(=S)n(-c2cccc(Cl)c2)c(O)c1/C=N/N1CCOCC1,-1%[10 µM],-29%,-5%,-8%,·,-7%,·,-5%
C=CC1=C2C=C(C3CC3)N(CCN3CCOCC3)C=C2C(=O)C(C)(OC(=O)c2ccco2)C1=O (configuration not stated),-11%[10 µM],-1%[11.6 µM],0%[11.2 µM],-4%[11.5 µM],·,-1%[11.6 µM],-5%[11.5 µM],1%[11.2 µM]
CC(C)NC(=O)COC(=O)c1ccc(O)cc1,-4%,1%,-1%,-1%,7%,3%,1%,-11%
CCN1CCCC1CNC(=O)c1ccc(CS(=O)(=O)c2ccccc2C)o1 (configuration not stated),28%,2%,0%,-7%,?,-1%,-3%,-26%
CC(C)(C)C1CCc2c(sc(NC(=O)C3CC=CCC3C(=O)O)c2C#N)C1 (configuration not stated),·,7%,-1%,-4%,-1%,15%,-11%,2%
CCCn1cc(S(=O)(=O)c2ccccc2)c(=O)c2cc(F)c(N3CCCC(C)C3)cc21 (configuration not stated),·,-7%,-7%,·,·,7%,-6%,1%
CCOc1ccc(CCNC(=O)Cn2c(=O)c3cccn3c3ccc(F)cc32)cc1OCC,·,-5%,3%,·,·,-12%,?,-2%
O=C(N/N=C/c1cccnc1)C(O)(c1ccccc1)c1ccccc1,0%,-3%,1%,i,0%,0%,-5%,-2%
CCCn1c2ccccc2c2cnn(CC(=O)NC(CCSC)C(=O)OC)c(=O)c21 (configuration not stated),·,-6%,2%,·,·,0%,-1%,1%
Cc1ccc(C)c(NS(=O)(=O)c2cc(C(N)=O)ccc2C)c1,0%,6%,2%,-2%,-11%,1%,8%,-17%
Nc1ccccc1CNc1nc(NCCO)nc2c1ncn2CCN1CCOCC1,4%[10 µM],8%,-1%,1%,·,10%,3%,-1%
CCCCNC(=S)N(C)/N=C/c1ccc2c(c1)OCO2,-22%[10 µM],?,-5%,-11%,6%,-5%,-9%,0%
COc1cccc(CNC(=O)Cn2ccc3cc(S(=O)(=O)N4CCC(C)CC4)ccc32)c1,·,-14%,-2%,·,·,-11%,10%,0%
COc1ccc(Nc2ncnc3sc4c(c23)CCCC4)cc1,·,?,0%,·,·,4%,?,0%
COc1ccc(NC(=O)CSc2ncnc3[nH]ncc23)cc1,-11%[10 µM],-9%,-1%,7%,-3%,0%,-15%,-3%
COc1ccc(NC(=O)CSc2nnc(-c3nnn(-c4ccc(F)cc4)c3C)o2)cc1,·,-16%,-3%,·,·,-6%,?,1%
CC(C)(C)OC(=O)N1CCC(c2c(C(=O)N3CCN(c4ccccn4)CC3)cnn2-c2ccccc2)CC1,·,4%,-2%,·,·,-1%,2%,-2%
CC(=O)c1c(C)oc2ccc(N(C(C)=O)S(=O)(=O)c3ccc(Cl)c([N+](=O)[O-])c3)cc12,-106%[inhibitor],?,0%,i,3%,-5%,?,-21%
N#Cc1nc(-c2ccco2)oc1NCCN1CCOCC1,-7%[0.074 µM],8%,-2%,-8%,·,9%,5%,-6%
O=C(CCCOc1ccccc1)Nc1cccc([N+](=O)[O-])c1,?,4%[2.34 µM],-2%,-2%,3%,3%,1%,-4%
Cn1cc(CN2CCc3c([nH]c4ccccc34)C2C2CCCCC2)cn1 (configuration not stated),2%[10 µM],-18%,6%,23%,-6%,-4%[2.34 µM],?,3%
CCOC(=O)c1ccc(NC(=O)c2cn(-c3ccccc3)nc2-c2ccncc2)cc1,14%[10 µM],?,3%,-3%,-2%,28µM*,-4%,-3%
O=C(NCc1ccc(F)cc1)c1cnc(N2CCOCC2)c2ccccc12,·,-8%,4%,·,·,-1%,-1%,-7%
Cc1cccc(N(C)C(=O)COc2cc(=O)n(C)c3ccccc23)c1,-7%,-1%,2%,11%,·,7%,-6%,-19%
Cc1cccc(N2CCN(CC(=O)Nc3ccc(-n4cnnn4)cc3)CC2)c1C,-11%,5%,-1%,-6%,0%,0%,2%,12%
Cn1c(=O)oc2cc(S(=O)(=O)N3CCC(C(=O)NCc4ccccc4)CC3)ccc21,·,1%,-3%,·,-2%,-5%,12%,-11%
NC(=O)CC(NC(=O)c1ccc(Br)cc1)c1ccc(NCc2ccc(F)c(F)c2)c([N+](=O)[O-])c1 (configuration not stated),-13%[10 µM],-14%,-6%,3%,·,-14%,?,0%
C#CCn1c(=NC(=O)CSCC(=O)N2CCOCC2)sc2ccccc21,·,-23%,-7%,-5%,0%,-6%,?,9%
Cn1nnc2cc(C(=O)NCc3ccco3)ccc21,-3%,0%,3%,7%,·,-5%,-8%,-8%
Cc1noc(C)c1-c1nc(CSc2ccc(Cl)cc2)no1,7%[10 µM],-21%,-6%,-11%,85%[activator],-9%,-13%,2%
O=C(CCn1cnnn1)Nc1ccccc1F,-14%,-5%,-1%,-3%,7%,3%,-3%,7%
CCCn1nnc(NC(=S)NC(=O)c2cccs2)n1,5%[10 µM],0%,4%,-2%,8%,-1%,-5%,5%
O=C(CSc1nc2cc(Cl)ccc2s1)Nc1cccc(S(=O)(=O)N2CCOCC2)c1,-5%[10 µM],?,6%,-15%,-6%,?,8%,2%
CCOc1cc(C)c(Cl)cc1S(=O)(=O)n1cnc2ccccc21,17%[0.074 µM],-13%,3%,-5%,-2%[11.4 µM],2%,7%,10%
COc1cccc(CNC(=O)C2=C(C)C(=O)OC23CCN(C(C)=O)CC3)c1OC,·,-5%,7%,·,·,-5%,1%,-7%
CC1CCc2nc3ccccc3c(C(=O)OCC(=O)N(C)C3CCS(=O)(=O)C3)c2C1 (configuration not stated),29%[10 µM],-2%,0%,i,7%,3%,-3%,-1%
COc1ccc(C(CNC(=O)Cc2ccc(Cl)cc2)N2CCOCC2)cc1 (configuration not stated),·,-5%,0%,·,·,5%,6%,-2%
CCCCC1=CC2=CC(=O)C(C)(OC(=O)CC)C(=O)C2=CN1CCc1ccc(Br)cc1 (configuration not stated),-33%&-59%[10 µM],-5%[11.6 µM],1%[11.2 µM],-7%[11.5 µM],·,5%[11.6 µM],?,3%[11.2 µM]
COC(=O)c1sc2ccccc2c1S(=O)(=O)N1CCN(c2ccc(C(C)=O)cc2)CC1,·,-22%,-2%,·,·,-3%,?,2%
Cc1c(Cl)c([N+](=O)[O-])nn1CCCC(=O)Nc1cccc(Cl)c1,-5%[10 µM],2%,7%,-5%,1%,7%,-1%,-7%
Cn1nccc1NS(=O)(=O)c1ccc(F)cc1,-5%[10 µM],3%,0%,1%,-10%,4%,-1%,0%

Compound profiles, as listed above:
`Cc1noc(C)c1-c1nc(CSc2ccc(Cl)cc2)no1` as listed: HTT cytoprotect: 7%[10 µM]; Tau fluor cs: -21%; TR SRC2 fluor cs: -6%; RECQ1 helicase: -11%; L3MBTL1 inh: 85%[activator]; Tau FP inhib: -9%; Tau ThT inhib: -13%; TRb SRC2 PPI: 2%
`CCCCC1=CC2=CC(=O)C(C)(OC(=O)CC)C(=O)C2=CN1CCc1ccc(Br)cc1` (configuration not stated) as listed: HTT cytoprotect: -33%&-59%[10 µM]; Tau fluor cs: -5%[11.6 µM]; TR SRC2 fluor cs: 1%[11.2 µM]; RECQ1 helicase: -7%[11.5 µM]; L3MBTL1 inh: ·; Tau FP inhib: 5%[11.6 µM]; Tau ThT inhib: ?; TRb SRC2 PPI: 3%[11.2 µM]
